# GALK inh – qHTS Assay for Inhibitors of Human Galactokinase (GALK): NCGC Sytravon Library Screen. Potency, µM (titrated, usually from 57.5 µM), inactives show at the highest dose activity, negative = inhibition, usual class: inhibitors. recombinant GALK, Kinase-Glo ATP luminescence, 1 h. 44,000 tested, under 10 active;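 also: plate controls were full GALK reaction for no effect and reaction lacking GALK for full effect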
#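 5 nM GALK with 35 µM ATP and 100 µM galactose in HEPES pH 8.0, MgCl2, NaCl, DTT, BSA; 1 h RT reaction, remaining ATP detected by Kinase-Glo Plus luminescence after 10 min; qHTS concentration series.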
# PTAP-TSG101 blk – qHTS Validation Assay for Inhibitors of HIV-1 Budding by Blocking the Interaction of PTAP/TSG101: Sytravon Library Screen | Potency, µM (highest dose often 115 µM), for inactives: top-dose activity change, negative = inhibition, usual class: inhibitors | Tumor susceptibility gene 101 protein (Homo sapiens), Q99816 | 44,000 tested, under 10 active | AID 1347069, 2019 | Fluorescence polarization, FITC-PTAP peptide/Tsg101, 20 min; also: potency is read from the fitted curve at half-maximal effect; 0% is about no effect
# Target sequence (Q99816 whole entry, looked up): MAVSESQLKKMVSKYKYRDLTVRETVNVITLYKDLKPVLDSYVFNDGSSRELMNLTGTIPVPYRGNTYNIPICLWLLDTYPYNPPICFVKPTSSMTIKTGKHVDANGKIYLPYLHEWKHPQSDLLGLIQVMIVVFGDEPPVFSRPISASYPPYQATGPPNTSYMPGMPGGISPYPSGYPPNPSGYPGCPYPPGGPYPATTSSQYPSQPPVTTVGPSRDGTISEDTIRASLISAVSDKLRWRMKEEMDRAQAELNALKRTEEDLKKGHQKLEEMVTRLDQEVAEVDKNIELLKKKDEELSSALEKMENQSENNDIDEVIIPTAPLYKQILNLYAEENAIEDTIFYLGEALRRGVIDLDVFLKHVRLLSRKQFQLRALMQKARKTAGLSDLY
#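 FITC-labeled PTAP peptide (50 nM final) binding to Tsg101 binding domain (10 uM final) read by fluorescence polarization after 20 min at r.t. in HEPES pH 7.5 buffer. Actives by CRC class, <25 µM.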
# B2AR arrestin ag – qHTS assay of beta-arrestin-biased ligands of beta2-adrenergic receptor: NCGC Sytravon Library Screen. Beta-2 adrenergic receptor (Homo sapiens), P07550. HTLA Tango cells, beta-arrestin recruitment, luciferase luminescence, 18 h. Potency, µM (doses to about 46.1 µM), inactives show top-dose activation, hits mostly activators. 44,000 tested, under 10 active. AID 1347077, 2019;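 also: potency is read from the fitted curve at half-maximal effect; 0% = DMSO and full agonism = EC100 isoproterenol or metaproterenol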
# Target sequence (P07550 whole entry, looked up): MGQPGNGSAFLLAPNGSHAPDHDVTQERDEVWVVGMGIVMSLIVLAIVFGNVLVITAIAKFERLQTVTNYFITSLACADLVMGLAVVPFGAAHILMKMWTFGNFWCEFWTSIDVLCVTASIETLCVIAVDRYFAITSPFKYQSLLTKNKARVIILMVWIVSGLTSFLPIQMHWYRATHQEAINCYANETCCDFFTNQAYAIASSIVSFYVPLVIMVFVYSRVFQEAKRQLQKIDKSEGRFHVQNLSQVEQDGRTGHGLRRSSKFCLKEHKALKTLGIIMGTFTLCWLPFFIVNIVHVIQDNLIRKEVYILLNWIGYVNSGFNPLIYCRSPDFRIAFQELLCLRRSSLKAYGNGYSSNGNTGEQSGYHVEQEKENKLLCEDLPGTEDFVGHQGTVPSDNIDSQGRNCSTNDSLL
#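 Tango cells (recombinant beta2-AR, beta-arrestin, tTA-driven luciferase), 1500/well in DMEM 1% FBS, treated 18 h at 37 °C with compounds up to 46 µM; luciferin mix added, luminescence read after 15 min; %activity curves fitted and curve-classed.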
# p53null 32C kill – qHTS Screen for Compounds that Selectively Target Cancer Cells with p53 Mutations: Cytotoxicity of p53 Null Cells at the Permissive Temperature | H1299-neo p53 null cells, ATP luminescence, 24 h, 32C | Potency, µM (series often up to 46.1 µM), for inactives: at the highest dose activity change, negative = cytotoxicity, usual class: cytotoxic | hit rate 0.62% among 55,000;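 also: potency is read from the fitted curve at half-maximal effect; 0% = DMSO only and -100% = full killing by 100 µM tamoxifen; nearly all actives have a fitted effect of over 55% in size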
#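 Cytotoxicity: H1299-neo (no p53), 32C, 24 h treatment. Concentrations up to 46 uM. Readout cellular ATP, luminescence. Normalization to DMSO basal and tamoxifen 100 uM maximal kill.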
# NTMT1 inh – Primary qHTS for Inhibitors of N-terminal methyltransferase 1 (NTMT1): MTaseGlo Assay; AID 1645870, 2021; hit rate 2.5% among 59,000; Potency, µM (top dose mostly 114 µM), inactives show at the highest dose activity change, negative = inhibition, actives largely listed as inhibitors; NTMT1 MTase-Glo SAH luminescence, purified enzyme; N-terminal Xaa-Pro-Lys N-methyltransferase 1 (Homo sapiens), Q9BV86;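 also: potency is read from the fitted curve at half-maximal effect; plate controls were DMSO vehicle for no effect and no enzyme for full effect; nearly all actives have a fitted effect of over 65% in size; many of its hits are not listed in these tables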
# Target sequence (Q9BV86 whole entry, looked up): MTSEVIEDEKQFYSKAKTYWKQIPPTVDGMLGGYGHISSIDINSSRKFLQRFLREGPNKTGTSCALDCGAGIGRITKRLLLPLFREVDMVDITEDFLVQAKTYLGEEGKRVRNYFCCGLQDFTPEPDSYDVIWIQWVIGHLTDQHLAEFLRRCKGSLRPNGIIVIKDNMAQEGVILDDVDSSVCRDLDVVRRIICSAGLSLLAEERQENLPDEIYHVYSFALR
# FH mod – Identification of activators of human fumarate hydratase by quantitative high-throughput screening; AID 1347055, 2019; FH coupled MDH/diaphorase resazurin fluorescence, 15 min; Potency, µM (series often up to 79.9 µM), for the others: at the top dose activity change, negative = inhibition, hits mostly inhibitors; hit rate 0.22% among 54,000; also: potency is read from the fitted curve at half-maximal effect; % is scaled to controls: 0 for no effect and ±100 for the full control effect; the screen sought activators but most active calls are inhibition curves; nearly all actives have a fitted effect of over 45% in size
# p53null 39C kill – qHTS Screen for Compounds that Selectively Target Cancer Cells with p53 Mutations: Cytotoxicity of p53 Null Cells at the Nonpermissive Temperature. hit rate 0.97% among 55,000. H1299 p53-null (neo) cells, 39C, ATPlite viability, 24 h. AID 904, 2007. Potency, µM (doses to about 46.1 µM), inactives show at the highest dose activity, negative = cell killing, hits mostly cytotoxic;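 also: potency is read from the fitted curve at half-maximal effect; 0% = DMSO only and -100% = full killing by 100 µM tamoxifen; nearly all actives have a fitted effect of over 50% in size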
#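 Cells seeded at 600/well, 37C overnight. Compound added (up to 46 uM), plates shifted to 39C for 24 hr. ATPlite added, luminescence read after 20 min at room temperature.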
# Active calls of the source: *; ? = inconclusive; nt = no result given; [ ] = remark or other dose. Calls follow the shape of the dose curve; as a rule, active = well fitted curve in the direction sought with a large enough effect; inconclusive = small, poorly fitted or top-dose-only effect, or another doubt; inactive = no such curve, though single readings can be large; an effect the other way counts as inactive or inconclusive. Some of the compounds tested (hit frequency here may not be typical).
SMILES,GALK inh,PTAP-TSG101 blk,B2AR arrestin ag,p53null 32C kill,NTMT1 inh,FH mod,p53null 39C kill
Cc1sc2ncn(CC(=O)N3CCN(c4ccc(F)cc4)CC3)c(=O)c2c1S(=O)(=O)N1CCC(C)CC1,6%,0%,-2%,14%,-1%,-19%,-3%
COc1cccc(CN(Cc2ccco2)c2cnc(S(C)(=O)=O)nc2C(=O)Nc2cccc(Cl)c2C)c1,-5%,2%,-2%,1%,2%,-13%,15%
O=C(Cn1cc(SCc2ccc(C(F)(F)F)cc2)c2ccccc21)N1CCCCCC1,0%,2%,-2%,4%,-7%,-20%,-8%
CCCCc1ccc(NC(=O)CSc2nc3ccccc3nc2N2CCOCC2)cc1,1%,1%,1%,16%,-9%,-17%,9%
COc1ccccc1N1CCN(C(=O)Cn2cnc3sc(C)c(S(=O)(=O)N4CCC(C)CC4)c3c2=O)CC1,7%,-1%,-2%,10%,2%,-10%,-11%
COc1cc2c(cc1OC)C(COc1ccc(F)cc1)N(C(=O)c1cccc(F)c1)CC2 (stereo not drawn),2%,-4%,3%,-5%,7%,-23%,11%
COc1cccc(CNCCSc2nnnn2-c2ccccc2)c1OC,-5%,0%,-3%,-6%,-14%,-2%,-29%
O=C(COc1ccccc1)NCc1ccc2c(c1)CCN2C(=O)c1ccccc1,-5%,0%,-3%,1%,-10%,-20%,3%
O=C(CN1C(=O)COc2ccc(S(=O)(=O)NC3CCCC3)cc21)NCc1ccc(Cl)cc1,-1%,-1%,1%,3%,3%,-9%,-23%
COc1ccc(-c2nnc(SCc3cccc(Cl)c3)o2)cc1,8%,-5%,1%,10%,4%,-20%,-25%

# A few values from the list.
# COc1ccc(-c2nnc(SCc3cccc(Cl)c3)o2)cc1 in B2AR arrestin ag → 1%
# COc1cc2c(cc1OC)C(COc1ccc(F)cc1)N(C(=O)c1cccc(F)c1)CC2 (stereo not drawn) in NTMT1 inh → 7%
# COc1cccc(CN(Cc2ccco2)c2cnc(S(C)(=O)=O)nc2C(=O)Nc2cccc(Cl)c2C)c1 in NTMT1 inh → 2%

# (list continues)
SMILES,GALK inh,PTAP-TSG101 blk,B2AR arrestin ag,p53null 32C kill,NTMT1 inh,FH mod,p53null 39C kill
CCc1ccccc1NC(=O)C1(C)Cc2ccccc2C(=O)O1 (stereo not drawn),-1%,-7%,-3%,2%,-1%,7%,-14%
O=C(Nc1ccc(O)c(-c2nc3ccccc3o2)c1)c1ccc(Br)cc1,-5%,-1%,0%,3%,11%,4%,-7%
COC(=O)c1sccc1S(=O)(=O)N(CC(=O)Nc1ccc(C)cc1)c1ccccc1,-2%,3%,2%,-2%,1%,-50%,-2%
CC(C)NC(=O)N1CCC(N2CCN(Cc3ccc(F)cc3)C(=O)C2=O)CC1,3%,-2%,0%,-4%,-5%,-1%,-8%
CCOc1ccc(CCNC(=O)Cn2nc(-c3ccc(C)cc3)ccc2=O)cc1OCC,0%,-1%,2%,2%,3%,-5%,34%[activator]
COc1ccc(-c2noc(N3CCC(C(=O)N(C)c4cc(Cl)ccc4OC)CC3)n2)cc1,-3%,-5%,0%,-7%,8%,-23%,0%
CCOC(=O)c1c(NC(=O)c2ccc(S(=O)(=O)N(CC(C)C)CC(C)C)cc2)sc2c1CCN(C(=O)OCC)C2,-1%,3%,-1%,-14%,?,-23%,13%
Cc1ccc(-n2nc(CO)c(C(=O)NCCCc3ccccc3)n2)cc1,-4%,-4%,-1%,5%,9%,-5%,-18%
Cc1ccc(OC(C)C(=O)N2CCN(CCc3ccncc3)CC2)cc1C (stereo not drawn),0%,-3%,-1%,-7%,?,5%,-7%
COc1ccc(NC(=O)c2oc3ccccc3c2NC(=O)Cc2cccs2)cc1,0%,-7%,1%,?,11%,-1%,17%
COc1cc(OC)c(OC)cc1CN1CCc2nc(N3CCN(C)CC3)ncc2C1,1%,-4%,0%,-3%,14%,8%,-3%
CC(=O)N1CCc2c(sc3c2c(=O)n(Cc2ccccc2)c(=O)n3Cc2cccc(Cl)c2)C1,6%,-5%,0%,26%,?,-22%,43%[activator]
CCOc1ccc(NS(=O)(=O)c2ccc(-c3cc(C)no3)s2)cc1,-2%,-5%,-1%,-2%,12%,-7%,-3%
COc1cccc(C(=O)N2CCN(CCc3ccncc3)CC2)c1,1%,0%,-5%,2%,0%,1%,-19%
O=c1c2oc3ccccc3c2n(Cc2ccccc2Cl)c(=O)n1Cc1ccc2c(c1)OCO2,2%,-2%,1%,-2%,1%,-7%,-13%
Cc1ccc(N2CC(NC(=O)C3CC3)CC2=O)cc1C (stereo not drawn),-1%,-1%,-2%,-4%,-2%,2%,1%
COc1ccc(NC(=O)CSCc2cnn(-c3ccccc3)c2-n2cccc2)cc1,4%,0%,-3%,0%,3%,?,22%
COc1cc(C(CC(=O)Nc2cccc(C(C)=O)c2)N2Cc3ccccc3C2=O)cc(OC)c1OC (stereo not drawn),1%,0%,0%,-7%,4%,6%,0%
CCOc1cccc(C2c3c(oc4cc(C)c(C)cc4c3=O)C(=O)N2c2nc(C)c(C)s2)c1 (stereo not drawn),3%,-1%,1%,-1%,-4%,9%,-18%
CCCn1c(SCC(O)c2cccc(OC)c2)nc2ccccc21 (stereo not drawn),0%,0%,-1%,1%,-10%,-3%,4%
Cc1ccccc1-c1nc(CN2CCC(C(=O)NC(C)C)CC2)c(C)o1,8%,-4%,0%,-3%,-1%,-15%,-15%
Cc1ccc(F)cc1S(=O)(=O)N1CCC(c2nc3ccccc3s2)CC1,-6%,0%,-2%,2%,0%,-22%,-7%
Cc1ccc(OCC(=O)Nc2nnc(S(=O)(=O)N3c4ccccc4CC3C)s2)cc1 (stereo not drawn),3%,-1%,-1%,-4%,11%,-24%,-9%
CCCN(C(=O)Cn1ncc2c([nH]c3ccc(C)cc32)c1=O)c1ccccc1C,-3%,-3%,1%,20%,8%,-18%,4%
O=c1c(-c2cc(-c3ccc(Cl)cc3)nc3c2COc2ccccc2-3)coc2ccccc12,9%,0%,4%,nt,-2%,-21%,nt
CCOC(=O)CNC(=O)Cn1nc(N2CCN(c3ccccc3)CC2)ccc1=O,-1%,-9%,-1%,2%,-9%,8%,-10%
CCCCN1C(=O)C(O)(c2c(C)[nH]c3ccccc23)c2cc(Br)ccc21 (stereo not drawn),-16%,-8%,1%,-3%,5%,?,?
CCOc1ccccc1NC(=O)CN1C(=O)CC(c2ccco2)Sc2ccccc21 (stereo not drawn),5%,-5%,-1%,19%,-5%,?,-16%
COc1cccc2cc(C(=O)Nc3ccc(C)cc3)c(=O)oc12,1%,-2%,0%,-8%,4%,-3%,-20%
CCc1ccc(CNCc2c(C(=O)O)n(Cc3cccc(F)c3)c3cc(OC)ccc23)cc1,-1%,1%,1%,7%,-1%,-20%,?

# Reformatted as tab-separated lines: 3 of the compounds above
structure	GALK inh	PTAP-TSG101 blk	B2AR arrestin ag	p53null 32C kill	NTMT1 inh	FH mod	p53null 39C kill
CCc1ccc(CNCc2c(C(=O)O)n(Cc3cccc(F)c3)c3cc(OC)ccc23)cc1	-1%	1%	1%	7%	-1%	-20%	?
COc1cccc2cc(C(=O)Nc3ccc(C)cc3)c(=O)oc12	1%	-2%	0%	-8%	4%	-3%	-20%
Cc1ccccc1-c1nc(CN2CCC(C(=O)NC(C)C)CC2)c(C)o1	8%	-4%	0%	-3%	-1%	-15%	-15%

# (more compounds)
SMILES,GALK inh,PTAP-TSG101 blk,B2AR arrestin ag,p53null 32C kill,NTMT1 inh,FH mod,p53null 39C kill
CCSc1nnc(NC(=O)c2cc(=O)c3cc(C)ccc3o2)s1,3%,-1%,0%,-4%,19%,-8%,6%
CCN(CC)c1cc2c(cc1F)c(=O)c(S(=O)(=O)c1ccc(C)cc1)cn2Cc1ccc(F)cc1,-4%,-1%,0%,-4%,3%,-16%,6%
Cc1ccc(S(=O)(=O)N2CCCc3cc(NC(=O)c4ccc(F)c(F)c4)ccc32)cc1,-4%,-3%,0%,10%,-3%,-20%,6%
COc1cc(OC)c(NC(=O)c2cnn(-c3ccccc3)c2-n2cccc2)cc1Cl,0%,-12%,-3%,8%,-17%,-3%,-13%
COc1ccc(CC(=O)NC2CC(=O)N(c3cccc(F)c3)C2)cc1 (stereo not drawn),-1%,1%,-2%,-5%,9%,6%,6%
CCOC(=O)c1cnc2c(C)cc(Cl)cc2c1NCCc1ccc(OC)c(OC)c1,-1%,0%,-2%,2%,-4%,-3%,1%
Cc1cc(C)c(S(=O)(=O)NCCS(=O)(=O)N2CCN(c3ccccc3)CC2)c(C)c1,-3%,-4%,2%,14%,-3%,-22%,26%
COc1cc(OC)c(NC(=O)CN2CCCN(Cc3ccccc3C)S2(=O)=O)cc1Cl,-4%,-4%,-1%,-1%,2%,-1%,-4%
CCCCNC(=O)c1sc2ncccc2c1-n1cccc1,0%,-1%,1%,7%,?,-13%,-11%
COc1ccc(-n2nc(C(=O)Nc3ccc(C)cn3)c3c4ccccc4n(C)c3c2=O)cc1Cl,0%,-9%,0%,7%,-22%,8%,3%
COc1cc(NC(=O)C(NC(=O)C2CCC(C)CC2)C(C)C)cc(OC)c1OC (stereo not drawn),7%,1%,0%,-8%,12%,-15%,-17%
Fc1cc(F)c2ncc3c(-c4ccccc4)nn(-c4cccc(Cl)c4)c3c2c1,0%,-4%,-2%,1%,13%,1%,29%
Cc1nc2ccc(S(=O)(=O)N(C)CC(=O)Nc3ccc(Br)c(C)c3)cc2s1,?,0%,-3%,-4%,-11%,2%,-17%
Cc1ccc(S(=O)(=O)c2nc(-c3ccco3)oc2SCC(C)C)cc1,6%,11%,-2%,21%,-25%,?,44%[activator]
COC(=O)Cc1c(C)c2cc3c(c(C)c2oc1=O)OCN(CCc1ccc(OC)cc1)C3,6%,-1%,-1%,-4%,nt,nt,14%
Cc1ccc(NC(=O)CSc2nc(=O)n(CCCN(C)C)c3c2CCC3)cc1F,-2%,-6%,-3%,8%,-7%,-1%,29%
COc1cc(C(=O)Nc2nnc(S(=O)(=O)N(C)c3ccccc3)s2)cc(OC)c1OC,-14%,0%,0%,7%,1%,-8%,0%
Cn1cc(S(=O)(=O)c2ccc(Cl)cc2)c(=O)c2cc(F)c(N3CCCCCC3)cc21,4%,0%,-1%,5%,-8%,-9%,-6%
Cc1cccc(-n2c(=O)c3c4c(sc3n3cnnc23)CCCC4)c1,0%,-10%,-2%,-5%,1%,-7%,17%
Cc1cc2ccccc2n1CCNC(=O)c1ccccc1F,-8%,1%,1%,-4%,8%,-1%,9%
